# Lipid storage S3 – qHTS Assay for Lipid Storage Modulators in Drosophila S3 Cells | lipid storage change, negative = inhibition, % at the top dose, mostly 46.1 µM; hits show Potency in µM | AID 2685, 2010 | actives 0.64% (n = 320,000) | Drosophila S3 cells, BODIPY lipid droplet fluorescence, 18-24 h; cells fed with added oleic acid; active = well fitted inhibition curve with a large enough effect in the signal ratio, with a control signal flat, not every such curve was filed as active; inconclusive = small, poorly fitted or top-dose-only effect, or effect the other way, or a change in a side signal; the % refers to the signal ratio
#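 Drosophila S3 cells got compounds at several concentrations plus oleic acid (400 uM solution). Laser-scanning cytometry with 488 nm excitation read lipid droplets at 500-530 nm and cells at 575-640 nm. Percent activity was relative to 20 uM Triacsin C.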
# Lipid storage S3 cell count max – second read-out of Lipid storage S3, no call of its own (marks repeat the call); cell number change, %; measured here: cell count max response;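 cells counted by Cell Tracker Red CMTPX staining in the red channel; peak over a dose series mostly up to 46.1 µM; percent activity relative to internal control wells on each plate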
# Numbers without * were called inactive; i = inactive; ? = inconclusive; . = not tested or not shown; [ ] = another dose, or the depositor's remark. % is set by controls: 0 for no effect and ±100 for the full control effect; potency is the fitted concentration of half-maximal effect. These rows are one share of the data. The share of hits here may be higher or lower than overall.
SMILES,Lipid storage S3,Lipid storage S3 cell count max
CC(C)CN(CCNC(=O)CN1C(=O)COc2ccc(S(=O)(=O)N3CCOCC3)cc21)CC(C)C,?,.
CN(C)c1ccc(C(C[N+](=O)[O-])c2c(N)n(C)c(=O)n(C)c2=O)c(F)c1C#N (stereo unspecified),?,.
O=C(CSc1nccc(=O)[nH]1)NC1CCCC1,?,.
COc1cccc(NS(=O)(=O)c2ccc(S(=O)(=O)N3CCOCC3)cc2)c1,15%,-7
O=[N+]([O-])c1ccc(N2CCN(CCO)CC2)c2ncccc12,-5%,2
O=C(C1CCN(S(=O)(=O)c2cccc3nsnc23)CC1)N1CCCc2ccccc21,?,.
Cc1c(C(=O)NCCN2C(=O)S/C(=C\c3cccs3)C2=O)cccc1[N+](=O)[O-],-18%,2
CCN1C(=O)CC2(C[N+]3(C)CCC2CC3)C1=O (stereo unspecified),2%,0
Cc1ccc2nc(SCC(=O)N3CCCCCC3)nc(=O)n2c1,?,.
COc1ccccc1N1C(=O)C2C3CC(c4ccccc4)C(C3)C2C1=O (stereo unspecified),?,.
O=C(Nc1cccc(-c2nc3ncccc3o2)c1)c1ccco1,?,.
COCCN(Cc1cc2cc(C)c(C)cc2nc1Cl)C(=O)N1CCOCC1,?,.
COc1ccc(/C=N/n2nnnc2N)c(OC)c1,i,-1
CCN1C(=O)N/C(=C/c2ccc(C)o2)C1=O,9%,4
CCCCc1nc(SCC(=O)Nc2ccc(S(N)(=O)=O)cc2)n[nH]1,?,.
O=[N+]([O-])c1cccc2ccc(/C=C/c3cccc(Br)c3)nc12,4%,-4
C/C(=N/N1CCN(c2ccccn2)CC1)c1cccc([N+](=O)[O-])c1,?,.
Fc1ccccc1NC(=S)Nc1cccc2cnccc12,0%,24
O=C(N/N=C/c1cccn1-c1ccc([N+](=O)[O-])cc1)C(O)c1ccccc1 (stereo unspecified),?,.
CN(C)c1nc2n(c(=O)n1)CCO2,?,.
CCc1ccc(C(=O)C(C)OC(=O)c2nc3nc(C)cc(C)n3n2)cc1 (stereo unspecified),?,.
COc1cc(/C=N/NC(=O)c2ccc(NC(=O)C3CC3)cc2)ccc1OC(C)=O,?,.
CC1CC(C)CN(c2ncc3c(n2)CC(c2ccccc2Cl)CC3=O)C1 (stereo unspecified),?,.
COc1ccc(C(C)N2CC34C=CC(O3)C(C(=O)OCC(C)C)C4C2=O)cc1 (stereo unspecified),3%,-1
O=C(COC(=O)CCC(=O)c1ccc(F)cc1)Nc1nnc(-c2ccccc2)o1,?,.
CC(N=Cc1cccc(O)c1O)c1ccccc1 (stereo unspecified),i,-12
CCCCCCCCCOC(=O)C[n+]1csc(CCO)c1C,?,.
COc1ccc(CCC(=O)NNC(=O)Cn2nc(C)cc2C)cc1,-1%,-8
CCCN(CCC)c1nc2ccccc2nc1C(C#N)C(=O)OCCOC (stereo unspecified),?,.
CCCCC(CCC(=O)Nc1nccs1)C(=O)O (stereo unspecified),17%,27
COc1ccc(CCNC(=O)CCS(=O)(=O)c2ccc(C)cc2)cc1OC,?,.
Cc1cccc(NC(=O)Cc2nnc(NC(=O)Nc3ccccc3F)s2)c1,?,.
CCOC(=O)N1CCC(NC(=O)c2ccc3c(c2)N(C)C(=O)/C(=C/c2cccc(OC)c2)S3)CC1,2.9µM*,-26*
COc1cccc(CSc2nnnn2-c2ccc(O)cc2)c1,?,.
O=C(O)/C=C/c1cn(Cc2ccccc2)nc1-c1cccnc1,-2%,-9
CCOc1ccc(/C=N/NC(=O)c2cc(-c3ccco3)nc3ccccc23)cc1,?,.

# Grouped by structure, the entries above with a nitro group on carbon.
SMILES,Lipid storage S3,Lipid storage S3 cell count max
CN(C)c1ccc(C(C[N+](=O)[O-])c2c(N)n(C)c(=O)n(C)c2=O)c(F)c1C#N (stereo unspecified),?,.
O=[N+]([O-])c1ccc(N2CCN(CCO)CC2)c2ncccc12,-5%,2
Cc1c(C(=O)NCCN2C(=O)S/C(=C\c3cccs3)C2=O)cccc1[N+](=O)[O-],-18%,2
O=[N+]([O-])c1cccc2ccc(/C=C/c3cccc(Br)c3)nc12,4%,-4
C/C(=N/N1CCN(c2ccccn2)CC1)c1cccc([N+](=O)[O-])c1,?,.
O=C(N/N=C/c1cccn1-c1ccc([N+](=O)[O-])cc1)C(O)c1ccccc1 (stereo unspecified),?,.

# More structures follow.
SMILES,Lipid storage S3,Lipid storage S3 cell count max
O=C(COc1ccccc1[N+](=O)[O-])Nc1ccccc1N1CCCC1,5%,7
CCn1ccnc1[C@@H]1C[C@H]2CN(Cc3ccccc3OC)C(=O)[C@]23CCCN13,4%,-6
CC(CCc1ccccc1)NC(=O)CN1C(=O)NC2(CCCCC2)C1=O (stereo unspecified),?,.
COc1ccc(-c2noc(CCC(=O)NCCCN3CCC(Cc4ccccc4)CC3)n2)cc1,?,.
Cc1ccc(C2c3[nH]c4ccccc4c3C[C@H]3C(=O)N(c4ccccc4C(=O)NCCCN4CCOCC4)C(=O)N23)cc1 (stereo partly specified),?,.
O=C(O)C1CC(=O)N(CCc2ccccc2)C1 (stereo unspecified),?,.
COc1ccc(N(CC(=O)NCc2ccc(F)cc2)C(=O)CCC(=O)Nc2ccccn2)cc1,i,20
COc1ccc(CN2CCC(n3nccc3NC(=O)C3CC3)CC2)cc1O,-9%,14
COc1ccc(-c2[nH]ncc2CN(C)CCN2CCOCC2)cc1F,5%,12
Cc1ccc(N(C(=O)c2csnn2)C(C(=O)NCc2ccccc2)c2cccnc2)cc1 (stereo unspecified),?,.
CC(C)(O)c1ccc2c(c1)CCC1C(C)(C(=O)O)CCCC21C (stereo unspecified),-6%,3
Cc1ccc(NC(=O)CSc2nnc(COc3ccc(C#N)cc3)n2-c2ccccc2)cc1C,?,.
CCOc1ccc2ccccc2c1/C=N/NC(=O)CNC(=O)c1ccccc1F,12%,-2
Cc1cc(=O)n2nc(N3CCCC(C(=O)N4CCOCC4)C3)sc2n1 (stereo unspecified),?,.
C/C(=N\NC(=O)c1cc(-c2ccccn2)nc2ccccc12)c1cccc([N+](=O)[O-])c1,-7%,-8
CC(C)N1CCC(N2CCN(Cc3cc(F)ccc3-n3cccn3)CC2CCO)CC1 (stereo unspecified),?,.
COc1ccc(NC(=O)CN2CCN(C(=O)c3ccco3)CC2)c(OC)c1,-7%,-13
Cc1cc(C)n(-c2ccc(C(=O)Nc3ccc(C)c(S(=O)(=O)N(C)C)c3)cc2)n1,?,.
COC(=O)[C@@H](Cc1c[nH]c2ccccc12)NC(=O)CCC(=O)c1ccc(F)cc1,?,.
O=C(NCCCNC(=O)c1cncc(O)c1)c1cncc(O)c1,?,.
Cc1ccc(C(=O)OCC(=O)Nc2ccc3c(c2)OCO3)o1,1%,-4
O=C(COc1cc(Cl)c(Cl)cc1Cl)Nc1ccncc1,?,.
CCn1ncc(C2=NOC(C(=O)N3CCC(C(N)=O)CC3)C2)c1C (stereo unspecified),?,.
CCOC(=O)c1c(C)n(CC(O)c2ccccc2)c2ccc(O)cc12 (stereo unspecified),-7%,-16
CCOC(=O)Cc1cc(=O)[nH]c(Nc2nc3ccccc3o2)n1,-2%,4
Cn1nc(C(=O)N2CCN(c3ccc(Cl)cc3)CC2)c2c1-c1ccccc1S(=O)(=O)C2,?,.
Cc1cccc(C(=O)NNC(=O)CN2C(=O)c3ccccc3C2=O)c1,1%,0
COc1ccccc1CCN1C(=S)NC(C)(C)CC1(C)O (stereo unspecified),?,.
CC1(C)CC(=O)C2=C(C1)NC1=C(C(=O)c3ccccc31)C2c1ccc(O)cc1 (stereo unspecified),?,.
O=C1NC(C(=O)O)=CC(c2ccc([N+](=O)[O-])cc2)N1 (stereo unspecified),?,.
COc1cc(OC)c(C2Oc3nc(SC)nnc3-c3ccccc3N2C(C)=O)cc1OC (stereo unspecified),?,.
Cc1ccccc1N(CC(=O)NC1CCCCC1)C(=O)c1csnn1,i,20
CN(c1ccc(C(=O)N2CCN(c3ccccc3F)CC2)cc1)S(=O)(=O)c1ccccc1,?,.
COc1cc2nc(SCC(=O)NCCc3ccccc3)n(Cc3ccco3)c(=O)c2cc1OC,?,.
O=C(Cc1ccccc1F)NC1CCCN(Cc2ccc(Cl)cc2)C1 (stereo unspecified),14%,12
CCOC(=O)N1CCN(C(=O)C(=O)NN)CC1,9%,-8
CCN1CCN(c2ccc(S(=O)(=O)N3CCCCC3)cc2NC(=O)c2cccc(C)c2)CC1,-23%[0.0737 µM],.
CC(=O)Nc1ccc(S(=O)(=O)Nc2ccc3c(c2)C(=O)OC3)cc1,0%,-11
CC(C)[C@H](NC(=O)[C@H](Cc1ccccc1)n1c(=O)[nH]c2ccccc2c1=O)C(=O)N1CCC[C@@H]1C(=O)O,?,.
O=C(CSc1nc2[nH]ncc2c(=O)[nH]1)Nc1ccccc1C(F)(F)F,26%[0.0737 µM],-6
Cc1cc(=O)[nH]c(Cc2ccc(OC(C)C)cc2)n1,12%[9.22 µM],15
CC1CCCN(Cc2c(C(=O)N3CCc4ccccc4C3)nc3ccc(Cl)cn23)C1 (stereo unspecified),-7%,.
CSc1ccc(S(=O)(=O)Nc2c(C)cccc2C)cc1,i,1
Cc1cc(C)c(S(=O)(=O)c2ccccc2C)c(OCCO)n1,?,.
Cc1onc(-c2c(Cl)cccc2Cl)c1C(=O)N1CCN(c2ccccc2F)CC1,?,.
Cc1cccc(NC(=O)C2CCN(C(=O)[C@@H]3Cc4ccccc4CN3)CC2)c1,?,.
CCn1c2ccc(F)cc2c2nc3ccccc3nc21,1%,.
O=C(O)C=C(Br)Br,?,.
COc1cc(C(=O)NCC(c2cccs2)N2CCOCC2)cc(OC)c1OC (stereo unspecified),?,.
CC(NC(=O)CNC(=S)N(Cc1ccccc1)Cc1cccnc1)c1ccccc1 (stereo unspecified),-6%,0
O=C(Oc1ccc(-c2ccccc2)cc1)N1CCOCC1,i,1
COC(=O)C1=CN(c2cccc(Cl)c2)C=C(C(=O)OC)C1c1cccc(OC)c1,?,.
Cc1cc(C(F)F)n2ncc(C(=O)NCc3ccccc3C(F)(F)F)c2n1,2%,9
C=CCOc1cccc(C(=O)N2CCCC(Nc3ccc4c(c3)OCCO4)C2)c1 (stereo unspecified),?,.
C/C(CC(=O)Nc1ccccc1F)=N\NC(=O)Cc1ccc(Cl)cc1,-1%,-2
COc1ccc2[nH]c(C(=O)N3CCCN(Cc4ccc(F)cc4)CC3)cc2c1,?,.
Cc1nn(C)c(Cl)c1NC(=O)OCc1ccc(F)cc1,-16%,-19
NC(=O)C1(NC(=O)[C@@H]2CC3(CC(c4cccc(NC(=O)[C@@H]5CCC(=O)N5)c4)=NO3)CN2C(=O)Cc2ccc(Cl)cc2)CC1 (stereo partly specified),13%,-14
COC(=O)CCC(=O)Nc1cccc(C(=O)Nc2cccc(Cl)c2)c1,?,.
Cc1cccc(-n2c(=O)c3ccccc3n3c(=S)[nH]nc23)c1C,?,.

# A portion of the results above:
SMILES,Lipid storage S3,Lipid storage S3 cell count max
Cc1nn(C)c(Cl)c1NC(=O)OCc1ccc(F)cc1,-16%,-19
NC(=O)C1(NC(=O)[C@@H]2CC3(CC(c4cccc(NC(=O)[C@@H]5CCC(=O)N5)c4)=NO3)CN2C(=O)Cc2ccc(Cl)cc2)CC1 (stereo partly specified),13%,-14
COC(=O)CCC(=O)Nc1cccc(C(=O)Nc2cccc(Cl)c2)c1,?,.

# The results go on:
SMILES,Lipid storage S3,Lipid storage S3 cell count max
CCCn1c(SCC(=O)Nc2ccc3c(c2)OCCO3)nnc1-c1ccco1,?,.
COc1ccccc1NC(=S)N(CCc1ccc(OC)c(OC)c1)Cc1ccccn1,1%,2
CCCCCN(C(=O)CCC(=O)OCC(=O)N1C(C)CCCC1C)c1c(N)n(CCCC)c(=O)[nH]c1=O (stereo unspecified),0%,-1
NC(=O)c1nsc(C(=O)N(c2ccccc2)C(C(=O)NC2CCCC2)c2cccs2)c1N (stereo unspecified),?,.
Cc1ccc(Cl)cc1N1CCN(S(=O)(=O)c2ccc3c(c2)CC(=O)N3C)CC1,i,-11
COc1ccc(-c2nc(N)ncc2Oc2ccccc2Br)c(O)c1,?,.
COc1cccc(N(C(=O)c2cnccn2)C(C(=O)NC2CCCCC2)c2ccc(Cl)cc2)c1 (stereo unspecified),?,.
Cc1cccc(C)c1NC(=S)N/N=C/c1ccccc1C(=O)O,?,.
O=C(N/N=C/c1cccnc1)c1ccc(Cn2cc([N+](=O)[O-])cn2)o1,?,.
CCCn1nc(Oc2nc(NCC)nc(NCC)n2)ccc1=O,-5%,0
CCOC(=O)CNc1c(-c2ccc(O)cc2)nc2ccccn12,22%,5
Cc1cc(C)c(NC(=O)CSc2nncn2-c2cccnc2)c(C)c1,?,.
COc1ccc(NC(=O)c2cc(Br)c(Br)s2)cn1,?,.
O=C1NC(c2ccccc2)(C(F)(F)F)SC2=CCCCCN12 (stereo unspecified),-10%,-2
COc1ccccc1N1C(=O)C2C(C(=O)c3ccccc3)=NN(c3ccccc3OC)C2C1=O (stereo unspecified),5%,5

# Assay outcomes as filed in PubChem.
